Assay outcomes (PubChem)
NPY-Y2 PAM-ag: potentiators or agonists of human neuropeptide Y receptor Y2 | cells expressing NPY-Y2, potentiator/agonist read-out | hit rate 0.45% among 220,000 | activation, % at 3.6 µM | AID 1359 | P49146; in the data active = activation above about 27%;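 also: cells stimulated with NPY near EC25 plus isoproterenol at EC100; 0% = vehicle plus submaximal agonist and 100% = vehicle plus saturating agonist; some results beyond the cut were filed as inactive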
EP2 mod: modulators of human EP2 prostaglandin E2 receptor | P43116 | EP2-expressing cells, cAMP HTRF FRET, PGE2 co-stimulation | induction, % at 25 µM | hit rate 0.83% among 260,000;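 active = compounds whose cAMP rise, as percent of the full-agonist control response, exceeds 60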;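 also: rat C6 glioma line stably carrying human EP2 under a CMV promoter; the protocol text gives 20 µM as final concentration; 100% = response of wells given 1 µM PGE2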
eIF4E-4G inh: eIF4E/eIF4G interaction inhibition in translation initiation; TR-FRET eIF4E-eIF4GI(517-606) binding, 2 h; inhibition, % at 21.7 µM; hit rate 0.37% among 220,000; AID 782;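 active = inhibition above about 30%, limit read from the data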;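 also: 0% = full FRET control wells and 100% = background wells lacking eIF4GI fragment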
p97 ATPase inh: blocks human p97 ATPase activity; recombinant p97 ATPase, Kinase-Glo ATP luminescence, 3 h; inhibition, % at 8 µM; hit rate 0.42% among 220,000; in the data active = inhibition above about 15%;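 also: 0% = DMSO vehicle and 100% = wells lacking enzyme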
Target sequence (P55072 whole entry, looked up): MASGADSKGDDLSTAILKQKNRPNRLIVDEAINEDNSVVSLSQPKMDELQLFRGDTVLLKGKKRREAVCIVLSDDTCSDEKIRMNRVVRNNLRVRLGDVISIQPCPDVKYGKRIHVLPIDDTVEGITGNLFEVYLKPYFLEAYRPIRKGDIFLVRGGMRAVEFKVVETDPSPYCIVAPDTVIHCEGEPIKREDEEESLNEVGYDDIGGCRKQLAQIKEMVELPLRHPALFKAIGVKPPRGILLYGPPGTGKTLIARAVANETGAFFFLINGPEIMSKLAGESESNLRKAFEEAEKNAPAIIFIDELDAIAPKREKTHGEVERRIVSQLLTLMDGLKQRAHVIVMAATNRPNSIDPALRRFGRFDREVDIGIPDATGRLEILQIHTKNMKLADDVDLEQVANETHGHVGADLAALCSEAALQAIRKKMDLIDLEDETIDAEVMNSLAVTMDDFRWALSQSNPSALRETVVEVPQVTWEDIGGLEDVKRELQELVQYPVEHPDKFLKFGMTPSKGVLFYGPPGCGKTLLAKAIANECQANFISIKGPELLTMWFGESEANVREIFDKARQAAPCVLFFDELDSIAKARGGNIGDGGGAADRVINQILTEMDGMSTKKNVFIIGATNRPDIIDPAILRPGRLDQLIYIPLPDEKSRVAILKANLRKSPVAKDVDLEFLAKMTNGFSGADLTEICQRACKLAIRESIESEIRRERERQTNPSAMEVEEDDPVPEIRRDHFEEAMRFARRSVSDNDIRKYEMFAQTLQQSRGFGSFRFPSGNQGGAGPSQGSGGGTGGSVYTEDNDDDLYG
NPY-Y1 PAM-ag: potentiators or agonists of human neuropeptide Y receptor Y1. P25929. NPY-Y1 expressing cells, potentiator/agonist activation. activation, % at 3.6 µM. hit rate 0.37% among 220,000. AID 1304; in the data active = activation above about 33%, passing the limit was not always enough;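 also: cells stimulated with NPY at EC10 then isoproterenol at EC100; 0% = low agonist plus stimulus and 100% = saturating agonist plus stimulus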
PGE2 EP2 inh: inhibitors of human EP2 prostaglandin E2 receptor. P43116. C6 glioma cells expressing human EP2, cAMP TR-FRET; cells stimulated with saturating PGE2. inhibition, % at 25 µM. hit rate 0.52% among 260,000;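 active = percent inhibition above 40 after rounding to a whole number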;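 also: rat C6 glioma host cells with rolipram phosphodiesterase inhibitor present; the protocol text gives 20 µM as final concentration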
S1P4 antag: antagonists of human S1P4 receptor. O95977. S1P4-expressing cells, antagonist mode, reporter read-out. inhibition, % at 4.98 µM. hit rate 0.26% among 220,000; in the data active = inhibition above about 29%;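 also: 0% = wells stimulated with agonist and 100% = vehicle wells without agonist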
S1P4 agonist: human S1P4 receptor agonism; O95977; S1P4-expressing cell line, agonist reporter assay; activation, % at 4.98 µM; hit rate 0.35% among 220,000; in the data active = activation above about 11%;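 also: 0% = DMSO vehicle and 100% = reference agonist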
NPY-Y1 antag: NPY-Y1 (human) receptor antagonism; P25929; HEK293-CNG Y1 cells, membrane potential fluorescence; NPY at EC95, then isoproterenol; inhibition, % at 3.6 µM; hit rate 1% among 200,000;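 active = inhibition above the campaign mean inhibition of all tested compounds plus 3 SD, cut at about 20% in these data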;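 also: 0% = DMSO wells given NPY plus isoproterenol and 100% = isoproterenol alone without NPY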
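Material: HEK293 cells co-expressing NPY Y1 receptor and cyclic-nucleotide gated channel. Timing: compound incubation 1 h at room temperature, readout 45 min post-stimulation. Signal: fluorescence, membrane potential probe.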
* = called active by the depositor; / = not tested or not shown; & = joins results of further samples; [ ] = dose if it differs, or a comment. This is a subset. The share of hits here may be higher or lower than overall.

Below each SMILES: NPY-Y2 PAM-ag	EP2 mod	eIF4E-4G inh	p97 ATPase inh	NPY-Y1 PAM-ag	PGE2 EP2 inh	S1P4 antag	S1P4 agonist	NPY-Y1 antag
COc1cccc(N=Cc2c(O)n(Cc3ccco3)c(=O)[nH]c2=O)c1
 : -5	28	3	3	-14	6	6	1.5	0
COc1ccc(NC(=S)NC(NC(=O)CF)C(Cl)(Cl)Cl)cc1[N+](=O)[O-] (configuration not stated)
 : 8	-37	0	7	32	4	-4	1.4	-2
CCC(=Nc1ccccc1NC(C)=O)c1c(O)n(C)c(=O)n(C)c1=O
 : -5	15	-4	4	7	4	-42	1.7	-3
O=c1cccc2n1CC1CC2CN(C(c2ccccc2)c2sc3ncnn3c2O)C1 (configuration not stated)
 : 9	-2	4	-2	8	4	-1	1.4	2
CCOC(=O)[C@]1(C#N)[C@@H]2C=CC(C(C)=O)=CN2[C@@H](C(N)=O)[C@@H]1c1ccsc1
 : -9	-11	10	4	3	7	-9	-1.5	-3
O=C1NC(=O)N(c2ccccc2F)C(=O)/C1=C/c1ccc(Oc2ccc([N+](=O)[O-])cn2)cc1
 : -9	-12	2	3	1	6	4	-0.6	-5
Cc1ccc(S(=O)(=O)NCC2CCC(C(=O)N3CCC4(CC3)OCCO4)CC2)cc1 (configuration not stated)
 : 11	2	2	-1	6	13	2	2.1	-5
COc1ccc(C(=O)C2CCCN(Cc3ccsc3)C2)cc1OC (configuration not stated)
 : -7	-37	2	-5	13	2	8	-1.4	-4
O=C(COc1ccc(Cl)cc1)N1CCN(Cc2ccc([N+](=O)[O-])cc2)CC1
 : -8	-68	4	-7	6	7	-18	-1.6	-4
O=c1[nH]c(=O)n(Cc2ccccc2)c(O)c1C=NCCCn1ccnc1
 : 14	9	-3[fluorescence artefact?]	-3	-3	9	-11	-0.8	-2
O=C(O)CCC(=O)NCCC1=c2ccccc2=N/C1=C\c1c(O)n(Cc2ccc(F)cc2)c(=S)[nH]c1=O
 : 3	3	60*	4	-2	3	-6	-0.3	/
CCCCCCN=Cc1c(O)n(C)c(=O)n(C)c1=O
 : 5	31	2	-2	1	5	-8	0.0	-3
CC/C(=N\Nc1ccccc1)c1c(O)n(C)c(=O)n(C)c1=O
 : -1	-6	1	6	5	10	-4	0.4	1
CC(=NCCN1CCCCC1)c1c(O)[nH]c(=O)[nH]c1=O
 : 13	11	8[fluorescence artefact?]	-1	-3	2	1	0.5	3
Cc1ccc(N)c(C(=O)c2ccccc2)c1
 : 104*	21	4	2	98*	6	-7	1.3	-9

Reformatted as labelled records: 4 of the compounds above
> CCCCCCN=Cc1c(O)n(C)c(=O)n(C)c1=O
  NPY-Y2 PAM-ag: 5
  EP2 mod: 31
  eIF4E-4G inh: 2
  p97 ATPase inh: -2
  NPY-Y1 PAM-ag: 1
  PGE2 EP2 inh: 5
  S1P4 antag: -8
  S1P4 agonist: 0.0
  NPY-Y1 antag: -3
> CC/C(=N\Nc1ccccc1)c1c(O)n(C)c(=O)n(C)c1=O
  NPY-Y2 PAM-ag: -1
  EP2 mod: -6
  eIF4E-4G inh: 1
  p97 ATPase inh: 6
  NPY-Y1 PAM-ag: 5
  PGE2 EP2 inh: 10
  S1P4 antag: -4
  S1P4 agonist: 0.4
  NPY-Y1 antag: 1
> CC(=NCCN1CCCCC1)c1c(O)[nH]c(=O)[nH]c1=O
  NPY-Y2 PAM-ag: 13
  EP2 mod: 11
  eIF4E-4G inh: 8[fluorescence artefact?]
  p97 ATPase inh: -1
  NPY-Y1 PAM-ag: -3
  PGE2 EP2 inh: 2
  S1P4 antag: 1
  S1P4 agonist: 0.5
  NPY-Y1 antag: 3
> Cc1ccc(N)c(C(=O)c2ccccc2)c1
  NPY-Y2 PAM-ag: 104*
  EP2 mod: 21
  eIF4E-4G inh: 4
  p97 ATPase inh: 2
  NPY-Y1 PAM-ag: 98*
  PGE2 EP2 inh: 6
  S1P4 antag: -7
  S1P4 agonist: 1.3
  NPY-Y1 antag: -9

Following part:
Below each SMILES: NPY-Y2 PAM-ag	EP2 mod	eIF4E-4G inh	p97 ATPase inh	NPY-Y1 PAM-ag	PGE2 EP2 inh	S1P4 antag	S1P4 agonist	NPY-Y1 antag
Cc1cccc(N2C(=O)/C(=C/c3ccc(CN(CCC#N)S(C)(=O)=O)o3)C(=O)NC2=S)c1
 : -5	10	25	4	-12	10	-6	0.6	-1
Cc1ccc2nc3c(cc2c1)CC1(C(=O)N(C)C(=O)N(C)C1=O)C1CCCCN31 (configuration not stated)
 : 10	-9	4[fluorescence artefact?]	6	32	6	-4	-1.2	1
COc1ccc(C2SCC(=O)Nc3c2c(=O)[nH]n3C2CCCCCC2)cc1 (configuration not stated)
 : -3	37	-7	4	-3	5	2	1.8	-6
Cc1ccc(Cn2nnnc2CN2CCC(n3nnc4cc(C)ccc43)CC2)cc1
 : -7	-8&-4	9	1	0	10&9	2	-1.1	4
c1cc2c(cc1CCNC1CCCCCC1)OCO2
 : 8	17	0	2	17	11	-1	3.3	9
Cc1ccc2c(c1)CNc1ccccc1O2
 : 7	-19	6	2	11	5	-8	-0.1	-5
CCOP(=O)(OCC)C(NC(=O)C(C)C)C(Cl)(Cl)Cl (configuration not stated)
 : -2	12	-8	1	2	10	3	0.3	-3
COc1ccc(C2c3c(nc(C)[nH]c3=O)Oc3c2c(=O)oc2ccccc32)cc1 (configuration not stated)
 : -8	-4	-10	5	1	5	0	0.5	/
O=c1c2ccccc2nc(-c2ccoc2)n1-c1ccccc1Cl
 : 21	21	2	1	23	4	-3	2.0	-9
CC(=NCCN(C)C)c1c(O)n(Cc2ccccc2)c(=O)[nH]c1=O
 : -5	0	1	10	14	16	-8	1.7	/
CCCCC(=O)N/N=C/c1c(O)n(CC)c(=S)n(CC)c1=O
 : -9	-2	1	4	7	12	1	2.4	5
COc1ccccc1CC1C(=O)C2CCN1CC2 (configuration not stated)
 : 4	-2	3	2	9	12	-2	1.4	0
C[C@]12CC[C@@H](O)C[C@@H]1CC[C@@H]1[C@@H]2CC[C@]2(C)[C@@H](O)CC[C@@H]12
 : 4	11	6	-1	-7	16	-15	-0.7	1
Cn1c(O)c(C=NCc2cccs2)c(=O)n(C)c1=O
 : 2	-20	5	-2	-8	8	-2	-0.8	7
O=C(O)[C@@H]1C[C@H]1[C@@H](NP(=O)(c1ccccc1)c1ccccc1)c1ccccc1
 : -3	38	7	4	-9	13	14	-0.1	0
COc1ccc(CCNCc2ccc(OC)c(OC)c2OC)cc1
 : -14	12	5[fluorescence artefact?]	1	-10	16	-12	1.2	4
COc1ccccc1-n1c(O)c(C=NC2CC2)c(=O)[nH]c1=O
 : -4	10	-1	2	-3	2	-11	-1.1	-1
O=c1[nH]c(=S)n(Cc2ccc(F)cc2)c(O)c1C=NCc1cccnc1
 : 13	-14	6[fluorescence artefact?]	-1	9	8	-14	-0.5	7
O=C(COc1ccc(Cl)cc1)NC1CN2CCC1CC2 (configuration not stated)
 : 10	-8	-10	10	6	18	11	0.5	3
O=Cc1cn(Cc2cccc(F)c2)c2ccccc12
 : -2	-6	-4	1	-6	8	-6	-0.3	0
C=CCn1c(O)c(C(C)=NCCCn2ccnc2)c(=O)[nH]c1=O
 : 4	34	0	3	17	10	-15	0.3	/
CCC(C)n1c(O)c(C=NCC2CCCO2)c(=O)[nH]c1=S (configuration not stated)
 : -14	19	-3	1	11	15	-16	0.9	/
CC(=O)OC1(c2ccccc2)CCN(C)C(C)C1C (configuration not stated)
 : -1	9	-2	-9	23	15	7	0.1	1
Cc1cccc(OP(N)(=O)Oc2cccc(C)c2C)c1C
 : -9	-15	-8	1	9	10	12	0.6	/
O=C1CCN(C(=O)Cc2ccccc2[N+](=O)[O-])CC1
 : 0	8	3	1	3	7	-12	0.2	2
O=C(C1CCN(c2nc3ccc(Br)cc3s2)CC1)N1CCC2(CC1)OCCO2
 : -8	-23	-6	4	14	20	-3	1.6	3
CC(C)CN1CCN(Cc2ccccc2C(F)(F)F)CC1CCO (configuration not stated)
 : -1	-3	5	1	-3	0	-8	-1.1	8
COc1ccc(-c2csc(NC(=O)COC(=O)Cc3ccccc3)n2)cc1OC
 : -9	3	3	2	6	7	-11	0.8	5
CN(C)CCN=Cc1c(O)n(-c2cccc3ccccc23)c(=O)[nH]c1=O
 : 6	-16	-1[fluorescence artefact?]	4	-22	10	-6	1.6	8
CN1c2ccccc2Oc2ccccc21
 : 10	-1	22	3	0	4	-13	0.1	0

2 compounds drawn at random from those above, as already listed:
Below each SMILES: NPY-Y2 PAM-ag	EP2 mod	eIF4E-4G inh	p97 ATPase inh	NPY-Y1 PAM-ag	PGE2 EP2 inh	S1P4 antag	S1P4 agonist	NPY-Y1 antag
CN(C)CCN=Cc1c(O)n(-c2cccc3ccccc23)c(=O)[nH]c1=O
 : 6	-16	-1[fluorescence artefact?]	4	-22	10	-6	1.6	8
COc1ccccc1-n1c(O)c(C=NC2CC2)c(=O)[nH]c1=O
 : -4	10	-1	2	-3	2	-11	-1.1	-1

(continued)
Below each SMILES: NPY-Y2 PAM-ag	EP2 mod	eIF4E-4G inh	p97 ATPase inh	NPY-Y1 PAM-ag	PGE2 EP2 inh	S1P4 antag	S1P4 agonist	NPY-Y1 antag
Cn1c2ccccc2c2c(C(=O)N3CCC4(CC3)OCCO4)cn(C3CCCC3)c(=O)c21
 : -3	11	9	-3	11	21	1	-0.5	-4
Cc1ccc(S(=O)(=O)N(C)C)cc1NC(=O)C(C)[N+]12CCN(CC1)CC2 (configuration not stated)
 : 2	32	0	0	-2	-1	-20	1.8	5
C[N+]1=C(/C=C/Nc2ccccc2)C(C)(C)c2ccccc21
 : 3	0	-3	3	27	7	-23	0.7	5
CCOC(=O)c1c(N)n(CCN2CCCCC2)c2nc3ccccc3nc12
 : 8	7	-2	0	-17	18	-33	2.4	14
COc1ccc(OCC(=O)Nc2ccc(Cl)cc2C(=O)c2ccccc2)cc1
 : -1	21	1	-1	-12	11	-25	3.1	6
O=c1[nH]c(=S)n(CCC2=CCCCC2)c(O)c1C=NC1CCN(Cc2ccccc2)CC1
 : 8	-4	1	2	7	7	7	-3.8	-7
O=c1[nH]c(=O)n(Cc2ccco2)c(O)c1C=NC1CCN(Cc2ccccc2)CC1
 : -15	-24	-7	-3	3	6	2	-0.1	/
COc1cccc(CNCCc2ccccc2)c1OC
 : 1	-7	-2	-3	-12	3	-19	-1.3	4
COc1nc(NC(C)C)nc(NC(C)C)n1
 : 7	13&1	-3[fluorescence artefact?]	0	-5	20&8	-6	-1.1	4
O=C(c1sc2ccccc2c1Cl)N1CCC2(CC1)OCCO2
 : 4	-6	-1	1	-25	10	-5	-0.6	4
